697 NFkB inh: lowers PMA/ionomycin-induced NF-kB signal in 697 B cells; 697 B-cell NF-kB luciferase reporter, 16 h; inhibition, % at 4 µM; 330,000 tested, 0.33% active; AID 435022; in the data active = inhibition above about 35%
Apaf-1 inh: blocks human Apaf-1 apoptosome activity. 330,000 tested, 0.71% active. O14727. reconstituted apoptosome caspase-3 activity, DEVD-Rh110 fluorescence. inhibition, % at 20 µM; active = inhibition of at least 40% at 20 µM;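 note: plate controls were DMSO wells for no effect and DEVD-CHO caspase inhibitor wells for full effect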
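detection = Rh110 fluorescence intensity | test system = biochemical Apaf-1 apoptosome reconstitution | also added = cytochrome c and DEVD-Rh110 substrate | schedule = 30 min plus 50 min, RT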
CCR6 antagonist: blocks CCL20-driven beta-arrestin recruitment at human CCR6; P51684; CHO-K1 CCR6 PathHunter beta-arrestin, luminescence, CCL20-stimulated; inhibition, % at 20 µM; 340,000 tested, 0.49% active; AID 493098;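 active = compounds whose inhibition of the agonist-driven luminescence signal at 20 µM reaches about 50%, limit read from the data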;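 note: cells stimulated with CCL20 at 14 nM final; plate controls were DMSO with CCL20 for no effect and DMSO without agonist for full effect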
Target sequence (P51684 whole entry, looked up): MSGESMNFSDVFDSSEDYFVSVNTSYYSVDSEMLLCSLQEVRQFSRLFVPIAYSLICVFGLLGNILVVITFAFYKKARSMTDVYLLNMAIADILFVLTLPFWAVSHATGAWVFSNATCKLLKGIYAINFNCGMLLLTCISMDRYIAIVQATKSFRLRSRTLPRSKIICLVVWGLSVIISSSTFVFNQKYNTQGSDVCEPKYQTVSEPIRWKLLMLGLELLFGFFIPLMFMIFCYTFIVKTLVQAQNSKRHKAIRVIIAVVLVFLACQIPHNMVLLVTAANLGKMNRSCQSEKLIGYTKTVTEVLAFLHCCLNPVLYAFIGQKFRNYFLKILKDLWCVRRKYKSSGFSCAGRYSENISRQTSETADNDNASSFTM
Jurkat NFkB inh: inhibitors of the PMA/ionomycin-induced NF-kB reporter in Jurkat cells; inhibition, % at 4 µM; 330,000 tested, 0.53% active; PMA/ionomycin-induced NF-kB luciferase reporter, luminescence; AID 435003
Gli-Sufu antag: Gli-Sufu pathway antagonism; Sufu-KO-LIGHT fibroblasts, Gli luciferase reporter luminescence; inhibition, % at 5 µM; 340,000 tested, 0.74% active;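 active = inhibition above about 55%, limit read from the data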;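 note: 0% = DMSO-treated cells and 100% = wells with medium but no cells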
UBC13 inh: inhibitors of human UBC13 polyubiquitin chain formation; TR-FRET; inhibition, % at 20 µM; 330,000 tested, 0.47% active; in the data active = inhibition above about 45%, passing the limit was not always enough
Target sequence (P61088 whole entry, looked up): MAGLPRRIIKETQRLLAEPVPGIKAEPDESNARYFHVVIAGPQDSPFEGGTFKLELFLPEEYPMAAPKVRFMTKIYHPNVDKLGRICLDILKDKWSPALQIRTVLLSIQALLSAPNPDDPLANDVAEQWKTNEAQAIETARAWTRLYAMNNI
EBI2 antag: EBI2 (human) antagonism; EBI2 beta-arrestin recruitment, luminescence, 7a,25-OHC stimulated; inhibition, % at 5 µM; 360,000 tested, 0.81% active; AID 651636; in the data active = inhibition above about 38%;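 note: enzyme fragment complementation signal reports receptor beta-arrestin coupling in cells; 0% = agonist plus DMSO wells and 100% = wells without agonist; some results beyond the cut were filed as inactive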
Target sequence (P32249 whole entry, looked up, the tested form may be a part): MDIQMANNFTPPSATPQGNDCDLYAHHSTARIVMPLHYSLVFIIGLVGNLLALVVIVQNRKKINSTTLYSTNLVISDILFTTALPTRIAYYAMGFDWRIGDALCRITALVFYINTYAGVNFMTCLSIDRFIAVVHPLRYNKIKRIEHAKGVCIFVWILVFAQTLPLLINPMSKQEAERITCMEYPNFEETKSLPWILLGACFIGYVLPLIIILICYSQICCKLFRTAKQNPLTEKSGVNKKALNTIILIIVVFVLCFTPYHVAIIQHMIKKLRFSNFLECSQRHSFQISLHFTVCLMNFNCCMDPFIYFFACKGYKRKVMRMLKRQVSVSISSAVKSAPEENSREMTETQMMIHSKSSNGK
SENP8 block: blocks the human protease SENP8. Q96LD8. purified SENP8, Z-RLRGG-aminoluciferin cleavage, luminescence. inhibition, % at 10 µM. 330,000 tested, 1.2% active. AID 2540
Target sequence (Q96LD8 whole entry, looked up): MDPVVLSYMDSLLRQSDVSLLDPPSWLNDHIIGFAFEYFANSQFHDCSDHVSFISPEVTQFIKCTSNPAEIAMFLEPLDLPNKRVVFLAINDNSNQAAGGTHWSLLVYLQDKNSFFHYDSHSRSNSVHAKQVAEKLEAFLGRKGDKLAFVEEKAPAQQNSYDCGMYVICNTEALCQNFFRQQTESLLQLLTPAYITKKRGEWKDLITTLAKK
Numbers without * were called inactive. Cut-off read from the data, not from the text of the source, unless noted: active = inhibition above about 50%; inactive = the rest. This is a subset (hit frequency here may not be typical).

SMILES	697 NFkB inh	Apaf-1 inh	CCR6 antagonist	Jurkat NFkB inh	Gli-Sufu antag	UBC13 inh	EBI2 antag	SENP8 block
Oc1ccc2oc3c(c2c1)CCCC3	6	-2	-7	2	-10	12	-4	2
COC(=O)c1cc2oc3ccccc3c2n1CC(=O)Nc1ccccc1OC	18	6	14	-10	5	12	5	7
CCC(NC(=O)C1CCC1)c1ccc(C)cc1 (stereo not drawn)	14	3	9	-6	-17	8	-5	0
O=C(c1cc(C(=O)N2CCN(c3ccc(F)cc3)CC2)cc([N+](=O)[O-])c1)N1CCN(c2ccc(F)cc2)CC1	-28	10	-3	41	1	-8	0	7
COc1ccc(N2CCN(S(=O)(=O)c3ccc4oc(=O)ccc4c3)CC2)cc1	7	-2	14	-4	19	5	-5	-2
COc1ccc(NC(=O)CN2CCC(C(=O)c3ccc(C)cc3)CC2)c(OC)c1	2	18	14	0	24	0	7	3
CC(Sc1nnnn1-c1ccccc1)C(=O)Nc1ccc(N2CCN(C)CC2)cc1 (stereo not drawn)	-33	14	11	-20	-7	7	-5	-7
COc1ccc(NC(=O)Nc2cccc(C(F)(F)F)c2)cn1	-15	13	9	-1	-15	5	-6	-4
CN1CCN(C(=O)CCN2C(=O)/C(=C\c3ccc(Cl)cc3Cl)SC2=S)CC1	-7	14	4	17	10	-6	1	-8
CCC(C)Oc1cccc(OCCCCN2C(=O)NC(C)(C)C2=O)c1 (stereo not drawn)	9	-9	-2	9	-1	9	0	1
COc1ccc(Cc2nc3ccccc3n2CC(=O)N/N=C/c2ccccc2)cc1OC	-1	9	2	-9	1	-16	0	-10
Cc1cc(OC(F)F)ccc1NC(=O)Nc1ccc2c(c1)OCO2	15	-4	-3	-2	-9	-2	-2	0
COc1ccc(-n2nnnc2SCC(=O)Nc2ccccc2)cc1	-10	5	15	17	4	-3	-10	-5
CCN(CC)CCN1C(=O)C(O)=C(C(=O)c2cccs2)C1c1ccc(C)o1 (stereo not drawn)	-6	2	2	-29	2	-7	-5	-2
COc1ccc2c(C(=O)CN3CCN(c4ccccc4)CC3)c[nH]c2c1	-7	2	-3	7	13	-11	-8	-8
CCN(CC)CCSc1nc(O)c(-c2ccccc2)c(=O)[nH]1	17	1	0	6	1	-13	2	-7
O=C1C2CCCN2C(c2ccccc2)N1c1ccc(Cl)cc1 (stereo not drawn)	-36	4	6	6	1	2	-5	1
COc1ccc(OC)c(/C=C/C(=O)Nc2cccc(S(=O)(=O)N3CCCC3)c2)c1	12	2	-2	-1	-10	5	-2	2
O=[N+]([O-])c1cccc(CSc2nnc(Cc3ccccc3)n2-c2ccc(F)cc2)c1	-13	-38	5	12	7	12	5	-3
Cn1cnnc1SCC(=O)NC1CCCN(Cc2ccccc2F)C1 (stereo not drawn)	-8	-3	-2	-2	-26	1	0	3
Cc1nc2ccccc2c(=O)n1NCc1cccs1	-68	-11	5	-25	-2	5	-13	-5
CC(=Nc1ccc(C)cc1)c1sc2ccccc2c1O	-387	5	8	-152	61*	6	28	90*
Cc1c(NC(=O)CN2C(=O)NC3(CCC(C)CC3)C2=O)c(=O)n(-c2ccccc2)n1C (stereo not drawn)	25	-12	-11	0	11	15	-8	-4
CN1CCN(NC(=O)c2cccc(C(F)(F)F)c2)CC1	11	-34	9	10	8	23	-5	6
O=C1CC(c2ccccc2)CN1S(=O)(=O)c1ccccc1 (stereo not drawn)	8	-6	1	9	-1	1	4	-4
NC(=O)c1cc(S(=O)(=O)NCCc2ccc(Cl)cc2)cs1	-19	0	-1	11	-12	-1	5	11
Cn1c(=O)oc2cc(S(=O)(=O)Nc3ccccc3O)ccc21	-20	-46	-3	-20	-9	0	-17	4
CCOC(=O)c1cc(C)n(Cc2cccc(OC)c2OC)c1C	-23	25	-5	-16	3	-3	4	-5
Cc1ccc(CN2CCN(/N=C/c3ccc(C(=O)O)cc3)CC2)cc1	11	7	11	6	6	-3	-10	-2
Cc1cccc(CSCc2nnc(N)s2)c1	10	-5	0	-9	-5	-1	-9	-1
CS(=O)(=O)N1CCN(c2nc(-c3ccc(F)cc3)cs2)CC1	1	-3	3	-10	-4	5	8	-5
O=C(COc1ccccc1)c1cn(CC(=O)N2CCCC2)c2ccccc12	5	1	1	-9	12	-6	-7	-15
COc1ccc(N=Cc2c[nH][nH]c2=O)cc1	12	-3	0	12	5	-9	-14	0
CN(C)/C=N/C(=S)Nc1ccccc1	-28	-6	8	-17	-21	-6	-3	-6
CN(c1ccccc1C(=O)Nc1ccc(CC#N)cc1)S(=O)(=O)c1ccccc1	2	-10	13	7	-2	-2	-9	7
O=c1c2ccccc2nnn1COc1cccc2ccccc12	-63	6	14	-54	-48	1	5	7

Three structures from above, arranged by SMILES length, high to low:
SMILES	697 NFkB inh	Apaf-1 inh	CCR6 antagonist	Jurkat NFkB inh	Gli-Sufu antag	UBC13 inh	EBI2 antag	SENP8 block
CN(c1ccccc1C(=O)Nc1ccc(CC#N)cc1)S(=O)(=O)c1ccccc1	2	-10	13	7	-2	-2	-9	7
CS(=O)(=O)N1CCN(c2nc(-c3ccc(F)cc3)cs2)CC1	1	-3	3	-10	-4	5	8	-5
NC(=O)c1cc(S(=O)(=O)NCCc2ccc(Cl)cc2)cs1	-19	0	-1	11	-12	-1	5	11

Other results follow:
SMILES	697 NFkB inh	Apaf-1 inh	CCR6 antagonist	Jurkat NFkB inh	Gli-Sufu antag	UBC13 inh	EBI2 antag	SENP8 block
O=C(c1ccc(S(=O)(=O)Nc2ccccc2F)cc1)N1CCN(c2ccccn2)CC1	15	-4	1	1	5	8	-3	8
Cc1ccccc1OCC(=O)N/N=C/c1ccccn1	-13	-1	-3	-1	-6	-28	-13	-6
CC(OC(=O)c1ccccc1Br)C(=O)Nc1nc(-c2cccc([N+](=O)[O-])c2)cs1 (stereo not drawn)	-7	0	15	-4	-15	-2	9	2
CCCOc1ccc(C(=O)NNC(=S)NC(=O)c2ccccc2[N+](=O)[O-])cc1	-15	-9	24	-4	-17	-30	10	-7
Cc1ccc(SCCC(=O)OCn2nnc3ccccc3c2=O)cc1	4	4	10	3	5	-3	-11	1
COc1ccc(/C=N/NC(=O)Nc2cccc3nsnc23)cc1	-27	-18	-1	39	-23	15	21	-1
COC(=O)CSc1nnc(-c2ccccn2)n1Cc1ccco1	9	-6	-12	11	8	0	-17	7
O=C(O)c1ccc(-c2noc(-c3ccc(F)cc3)n2)cc1	-313	-3	-1	-75	-94	-8	-33	94*
COc1cccc(C(=O)CN(C(=O)c2ccc(Cl)c(Cl)c2)N2C(=O)C3CCCCC3C2=O)c1 (stereo not drawn)	22	14	5	-14	-1	6	-2	2
Cc1cccc(N2CCN(C(=O)/C=C/c3cccs3)CC2)c1C	-23	10	9	-14	-6	6	85*	0
COc1ccc(S(=O)(=O)N2CCCC2)cc1C(C)C	15	-6	13	15	1	-3	1	3
COc1ccc(CN2CCNC(=O)C2CC(=O)NCCC2=CCCCC2)c(F)c1 (stereo not drawn)	-9	24	0	10	5	6	-1	-1
COc1cccc(-c2ncc3ccccc3c2COC(=O)c2ccc(C(C)(C)C)cc2)c1	14	19	29	23	4	-16	1	-7
CCOC(=O)c1ccc(COC(=O)c2ccc(-c3nnc(-c4ccccc4)o3)cc2)o1	-156	13	-4	-41	-68	2	10	25
CCOc1ccc2nc(NC(=O)CN3C(=O)NC4(CCCC4)C3=O)sc2c1	-24	11	-2	-20	-47	2	3	3
COc1ccc(-c2c(C(C)=O)c(C)nc3sc4c(=O)[nH]nnc4c23)cc1	-28	5	12	12	13	-6	-5	2
Cc1ccc(C(=O)N2CCN(S(=O)(=O)c3cc(Br)ccc3Br)CC2)o1	3	18	5	5	3	2	1	2
CC(=O)CC[C@@H](C)O[C@@H]1OC(C)[C@H](O)CC1O (stereo partly drawn)	-16	2	-3	-4	-13	-2	1	-3
CC(C)CCOc1cccc(OCC(=O)N(C)C2CCS(=O)(=O)C2)c1 (stereo not drawn)	-16	12	28	-3	-1	-4	2	2
Cc1cc(OCCn2nc(C(=O)O)c3ccccc3c2=O)ccc1C(C)C	-21	25	6	2	-20	6	12	-2
O=C(c1cn(-c2ccccc2)nc1-c1cccs1)N1CCN(c2ccc(F)cc2)CC1	20	11	-4	4	3	6	9	-10
CCC(C)OC(=O)C1=C(C)NC2=C(C(=O)C(C(=O)OC)C(C)C2)C1c1ccc(N(C)C)cc1 (stereo not drawn)	6	16	12	1	4	1	-4	-5
COc1ccc(NC(=O)C(c2ccccn2)N(C(C)=O)c2ccc(C)cc2)cc1 (stereo not drawn)	-23	-415	-9	0	-3	-1	2	-2
CC(=O)Nc1ccc(/C=C2\Sc3ccccc3C2=O)cc1	-2	1	7	0	-1	-7	4	46

No new results follow: 4 of the compounds above.
SMILES	697 NFkB inh	Apaf-1 inh	CCR6 antagonist	Jurkat NFkB inh	Gli-Sufu antag	UBC13 inh	EBI2 antag	SENP8 block
O=C(c1cn(-c2ccccc2)nc1-c1cccs1)N1CCN(c2ccc(F)cc2)CC1	20	11	-4	4	3	6	9	-10
CCC(C)OC(=O)C1=C(C)NC2=C(C(=O)C(C(=O)OC)C(C)C2)C1c1ccc(N(C)C)cc1 (stereo not drawn)	6	16	12	1	4	1	-4	-5
COc1ccc(NC(=O)C(c2ccccn2)N(C(C)=O)c2ccc(C)cc2)cc1 (stereo not drawn)	-23	-415	-9	0	-3	-1	2	-2
CC(=O)Nc1ccc(/C=C2\Sc3ccccc3C2=O)cc1	-2	1	7	0	-1	-7	4	46

Just 697 NFkB inh and Apaf-1 inh, for some of the entries so far:
Molecule	697 NFkB inh	Apaf-1 inh
O=C1C2CCCN2C(c2ccccc2)N1c1ccc(Cl)cc1 (stereo not drawn)	-36	4
CC(Sc1nnnn1-c1ccccc1)C(=O)Nc1ccc(N2CCN(C)CC2)cc1 (stereo not drawn)	-33	14

Later entries.
SMILES	697 NFkB inh	Apaf-1 inh	CCR6 antagonist	Jurkat NFkB inh	Gli-Sufu antag	UBC13 inh	EBI2 antag	SENP8 block
COc1c(F)c(F)c(C(=O)Nc2c(C)cc(Br)cc2C)c(F)c1F	-17	-20	5	-5	2	17	-12	-2
COc1ccc(C2=NN(Cc3ccccc3)C3C(=O)NC(=O)C23)cc1 (stereo not drawn)	-9	5	10	-34	-3	-16	-2	-7
CC/C(=N\NC(=S)NC(C)C)c1ccc(OC(F)F)cc1	-13	3	18	-2	2	10	-1	-7
C=CCNC(=O)N1CCC(CO)(Cc2ccc(Cl)cc2)CC1	-3	0	13	-11	0	-11	-1	-11
CC(C)CNC(=O)C(=O)Nc1cc2c3c(c1)CCC(=O)N3CCC2	7	-10	9	4	-6	3	-3	-8
CCCCN(C)C(=O)c1cc2c(Cl)nc3ccccc3c2s1	3	16	8	-6	11	2	25	-6
COc1ccc(C(=O)Nc2sc(C)c(C)c2CN2CCOCC2)cc1	-83	9	6	-13	-79	0	33	-2
Cc1ccc(OCc2nnc(SCC(=O)N3C(C)CCCC3C)o2)cc1 (stereo not drawn)	1	13	9	2	-18	7	27	-3
CNCCC=C1c2ccccc2C=Cc2ccccc21	-9	0	-4	7	3	24	3	0
Nc1ncc(S(=O)(=O)c2ccc(Cl)cc2)c(N)n1	19	-1	-4	12	-1	14	8	4
O=C(OCC(=O)N1CCN(S(=O)(=O)c2ccc(Cl)cc2)CC1)c1cccc(OC(F)F)c1	-2	7	1	-4	4	2	17	-6
O=C(NC(Nc1nc2ccc([N+](=O)[O-])cc2s1)(C(F)(F)F)C(F)(F)F)c1cccnc1	-18	9	30	13	84*	-17	-8	10
Cc1ccc(S(=O)(=O)Nc2ccc3c(c2)nc(C)n3C)cc1	7	-7	-1	1	0	-9	-6	-5
COc1cccc(NC(=O)CC2C(=O)NCCN2C(=S)Nc2ccc(F)cc2)c1 (stereo not drawn)	5	-12	19	-8	9	-6	9	-5
CCOC(=O)C[C@H]1c2cc(C(F)(F)F)ccc2S(=O)(=O)N1Cc1ccccc1	4	2	17	12	2	10	19	3
O=C(CN1CCN(S(=O)(=O)c2ccc(Br)cc2)CC1)N/N=C/c1ccc(Cl)c([N+](=O)[O-])c1	7	12	-26	0	2	-1	23	-2
C[C@H](CO)N1C[C@H](C)[C@@H](CN(C)Cc2ccncc2)Oc2ccc(NC(=O)CCCCCC(=O)Nc3ccccc3N)cc2C1=O	15	6	3	-8	-9	16	-4	5
CC(C)(C)OC(=O)N/N=C/c1cccn1-c1ccc([N+](=O)[O-])cc1	-4	-3	14	-6	2	-1	-30	3
O=C(CCc1ccccc1)NNC(=S)Nc1ccc(F)cc1	-5	-6	3	3	7	-19	0	-14
CCS(=O)(=O)c1ccc(O)c(NC(=O)COc2ccc(OC)cc2)c1	8	0	5	5	-4	4	2	-7
